ARNT TACC3 PPI: disrupts binding between human ARNT and TACC3; Q9Y6A5; AlphaScreen His-ARNT PAS-B/GST-TACC3 binding, luminescence; TACC3 fragment carries E629A point mutation; inhibition, % at 9.99 µM; actives 0.66% (n = 390,000);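 active = mean inhibition of replicates at least 50% and at least half of replicates each reaching 50%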;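 note: 0% = complete ARNT plus TACC3 wells and 100% = ARNT alone without TACC3; many hits fall short of the cut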
esBAF inh: blocks esBAF chromatin remodeling in mouse ES cells; Bmi1-luciferase knock-in reporter, 24 h; 100% = twice the neutral-well signal; reporter increase, % at 12.5 µM; actives 2% (n = 350,000); AID 602393; in the data active = activation above about 40%;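 note: 0% = median of the plate's neutral control wells and 100% = double that signal; a rise in the Bmi1 reporter signal indicates esBAF inhibition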
miR-122 sensor: blocks miR-122 activity in Huh7 sensor cells; activation (reporter increase), % at 12.5 µM; actives 0.3% (n = 340,000); Huh7 miR-122 Renilla luciferase sensor, 48 h; neutral wells = 0, positive control = 100;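 active = mean replicate activation score at least 90 and every replicate individually at or above 90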;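 note: higher luciferase means less miR-122 activity so hits act as miR-122 inhibitors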
ERp5 block: ERp5 (human) disulfide isomerase inhibition; inhibition, % at 9.99 µM; ERp5 insulin aggregation, absorbance 650 nm, 90 min; actives 0.05% (n = 350,000);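 active = mean replicate inhibition above about 25%, with every replicate also reaching it, limit read from the data, passing the limit was not always enough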
Target sequence (Q15084 whole entry, looked up): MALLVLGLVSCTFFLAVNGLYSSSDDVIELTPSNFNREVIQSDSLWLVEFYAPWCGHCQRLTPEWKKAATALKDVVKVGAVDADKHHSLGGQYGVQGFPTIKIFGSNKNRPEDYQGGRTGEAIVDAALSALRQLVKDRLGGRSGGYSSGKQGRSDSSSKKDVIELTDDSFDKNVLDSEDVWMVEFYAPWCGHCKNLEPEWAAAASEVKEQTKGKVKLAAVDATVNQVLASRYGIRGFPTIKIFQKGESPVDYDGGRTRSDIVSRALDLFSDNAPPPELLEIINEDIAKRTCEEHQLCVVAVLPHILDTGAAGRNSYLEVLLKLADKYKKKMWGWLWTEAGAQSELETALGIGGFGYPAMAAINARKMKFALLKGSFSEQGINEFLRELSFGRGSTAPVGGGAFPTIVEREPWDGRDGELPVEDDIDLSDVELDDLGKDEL
SIRT5 inh: sirtuin-5 (human) deacylase inhibition; Purified SirT5, succinyl-peptide AMC, trypsin-coupled fluorescence; inhibition, % at 15 µM; actives 1.1% (n = 330,000); AID 652115; in the data active = inhibition above about 15%
Target sequence (Q9NXA8 whole entry, looked up): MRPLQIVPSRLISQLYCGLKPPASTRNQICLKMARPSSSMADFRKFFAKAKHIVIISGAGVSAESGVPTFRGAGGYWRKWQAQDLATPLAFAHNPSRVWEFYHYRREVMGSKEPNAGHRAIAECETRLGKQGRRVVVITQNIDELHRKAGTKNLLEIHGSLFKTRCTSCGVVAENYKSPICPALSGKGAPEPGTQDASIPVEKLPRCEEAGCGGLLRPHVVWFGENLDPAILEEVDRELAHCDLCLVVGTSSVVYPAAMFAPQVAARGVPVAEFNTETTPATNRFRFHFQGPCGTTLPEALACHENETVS
C2C12 statin: suppression of simvastatin myotoxicity; actives 0.78% (n = 330,000); rescue of ATP level, % at 7.49 µM; C2C12 myotubes + simvastatin, ATP luminescence, 48 h; scaled: DMSO 0, geranylgeraniol control 100;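 active = mean ATP rescue above about 67%, or every replicate alone reaching that limit, limit read from the data, passing the limit was not always enough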;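 note: myotubes were challenged with 10 µM simvastatin during compound exposure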
Cneo AK release: causes C. neoformans cell lysis. adenylate kinase release luminescence, 4 h; normalised: neutral wells 0, clomiphene wells 100. lysis activity, % at 15 µM. actives 0.2% (n = 360,000);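 active = mean lysis activity across replicates of at least 80%, whatever share of replicates individually reach that level; inactive = mean lysis activity below 80%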
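Material: C. neoformans cells; Schedule: 4 h static compound exposure, 37 °C, read 1 h post-reagent; Measured by: adenylate kinase release luminescence; Read-out: signal increase indicating cell lysis; Controls: Clomiphene as positive lysis control.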
* marks the source's active call; other numbers are inactive results; x = not tested or not shown; & = joins results of further samples; [ ] = another dose, or the depositor's remark.

structure	ARNT TACC3 PPI	esBAF inh	miR-122 sensor	ERp5 block	SIRT5 inh	C2C12 statin	Cneo AK release
Cc1ccccc1C[n+]1cccc2ccccc21	-1	-13	3	-3	1	-7	5
O=C(CN1C(=O)COc2ccccc21)Nc1ccc(F)cc1	56*	72*	2	5	0	14	-1
CC1CCCCC1NC(=O)COC(=O)c1ccccn1 (stereo unspecified)	8	x	-6	x	x	x	3
CC1CCC2(CC1)NC(=O)N(CC(=O)c1cccn1C)C2=O (stereo unspecified)	-2	-7	1	x	x	0	0
N#Cc1ccsc1NC(=O)CSc1nnc(NC2CC2)s1	x	-3	0	2	x	2	-4
COc1ccc(NC(=O)c2sc3nc(N4CCOCC4)c4c(c3c2N)CCCC4)cc1	x	0	-10	8	-2	-10	1
CO[C@@H]1CN(C)C(=O)c2cc(NC(=O)NC(C)C)ccc2OC[C@H](C)N(C(=O)NC(C)C)C[C@@H]1C	x	-1	1[16.7 µM]	x	x	10	x
Nc1ccc(-n2nc(C(F)(F)F)cc2C(F)(F)F)cc1	-3	8	-26	3	-4	-3	0
Cc1ccc(NC(=O)C2OCCc3ccccc32)cc1 (stereo unspecified)	-12	x	x	-2	-2	x	x
C[C@@H]1CN([C@H](C)CO)S(=O)(=O)c2ccc(C3=CCCC3)cc2O[C@@H]1CN(C)C(=O)c1cnccn1	6	-4	-35[16.7 µM]	-4	-1	-6	-3
CC(SCc1ccccc1)C(=O)Nc1ccc2c(c1)OCO2 (stereo unspecified)	2	2	4	x	x	16	-4
CCN(Cc1ccc(OC)c(COC)c1)CC1CCCN(CCc2cccc(OC)c2)C1 (stereo unspecified)	7	2	-11	2	x	-5	0
CCOC(=O)c1nc(Nc2ccccc2)c2ccccc2n1	-6	-6	-8	x	x	3	1
C[C@H](CO)N1C[C@H](C)[C@H](CN(C)Cc2ccc(-c3ccccc3)cc2)Oc2ccc(NC(=O)c3ccncc3)cc2C1=O	x	-20	2[16.7 µM]	1	3	-2	2
CCOC(=O)C1=C(C)C2C3C(=O)N(c4ccccc4C)C(=O)C3C1(C)C1C(=O)N(c3ccccc3C)C(=O)C21 (stereo unspecified)	4	6	-8	3	-1	3	7
COc1ccc(CCN2C(=S)N(c3ccc(Cl)cc3)C(=O)C2CC(N)=O)cc1OC (stereo unspecified)	-4	1	19	4	-5	-8	-3
O=C(C[C@H]1CC[C@H]2[C@@H](COC[C@H](O)CN2C(=O)c2ccccc2)O1)NCCCN1CCOCC1	2	-4	4[16.7 µM]	-3	7	-13	3
CCC(Oc1ccccc1)C(=O)Nc1nnc(S(=O)(=O)Nc2ccccc2)s1 (stereo unspecified)	19	-1	1	8	1	-19	-1
CC(=Nc1ccc(O)cc1)c1sc2ccccc2c1O	-51	x	-11	x	x	x	-8
Cc1ccc(CCNS(=O)(=O)c2cc3c(cc2C)NC(=O)CO3)cc1	2	1	78	6	-1	-6	5
Cc1ccc(C(=O)NC(=S)N2CCN(c3ccc([N+](=O)[O-])cc3)CC2)cc1	-5	x	-1	x	x	x	1
COc1ccc(S(=O)(=O)N2CCN(C(=O)c3ccc4ccccc4n3)CC2)cc1	6	17	-6	3	-3	-3	0
CCOC(=O)N1CCN(C(=O)COC(=O)COc2c(C)cc(C)cc2C)CC1	4	x	-1	-4	-1	-13	1
CN1c2ccc(C#Cc3cccnc3)cc2[C@H]2[C@H](CCN2C(=O)CN2CCOCC2)[C@@H]1CO	27	5	3[16.7 µM]	x	x	1	-6
N#CCC(=O)N1CC2(CC(c3cccc(NC(=O)COc4ccc(Cl)cc4)c3)=NO2)C[C@@H]1C(N)=O (stereo partly specified)	1	1	-2	-6	-6	-4	-11
COC(=O)c1ccccc1NC(=O)CN1CCOCC1	4	-4	2	x	x	x	5
CN1C(=O)[C@H]2[C@@H](c3ccc(C(F)(F)F)cc3)N[C@]3(CCCN(CC4CCCCC4)C3=O)[C@H]2C1=O	x	7	-4	0	-2	4	0
Cc1c([N+](=O)[O-])c2ccc(O)cc2n1-c1ccccc1	-5	-4	6	15	-1	13	-2
C=CCOc1ccccc1CNCc1cccnc1	3	-6	-2	x	x	-1	-1
Cn1c(=O)c(C(=O)NNC(=O)c2ccccc2Cl)c(O)c2ccccc21	0	-2	3	-4	6	18	-4
CO[C@H]1CN(C)C(=O)c2cc(NS(C)(=O)=O)ccc2OC[C@@H](C)N(CC2CC2)C[C@H]1C	13	-3	x	4	-4	0	3
O=C1[C@@H]2C(c3ccccc3Cl)=NO[C@@H]2C(=O)N1Cc1ccccc1	-8	-3	-2	x	x	19	-1
COc1ccc(S(=O)(=O)N(C)C[C@H]2Oc3ncc(-c4ccncc4)cc3C(=O)N([C@@H](C)CO)C[C@@H]2C)cc1	0&2	0&8&2	6	0&3&-3	-1&1&1	-2&11&4	2&-3&2
O=C(CC1C(=O)N(c2ccc(F)cc2)C(=O)N1Cc1ccccn1)Nc1ccccc1 (stereo unspecified)	4	-3	-2	x	x	x	0
CCCCCN(C(=O)CCC(=O)OC(C)C(=O)c1ccc(Cl)cc1)c1c(N)n(CCCC)c(=O)[nH]c1=O (stereo unspecified)	-4	-4	x	-3	2	4	x
COc1ccc(OCC(O)Cn2ccnc2C)cc1 (stereo unspecified)	1	-1	0	x	x	6	1
COc1ccc(C(=O)c2ccc(Cl)cc2Cl)cc1	0	x	-2	x	x	x	2
Cc1cc(NC(=O)COC(=O)CSCc2ccc(Cl)c(Cl)c2)no1	5	-11	-16	-3	1	0	-3
CS(=O)(=O)c1ccc(Nc2nc(C(N)Cc3ccccc3)cs2)cc1 (stereo unspecified)	x	1	3	3	x	-4	0
CN(CC(=O)Nc1ccccc1C(=O)NC1CC1)Cc1cccs1	-11	-7	-11	1	-2	13	-1
COc1cc(OC)cc(C(=O)Nc2ccccc2-c2nnn(CC(=O)Nc3cc(C)on3)n2)c1	4	0	-4	2	-1	-6	2
Cc1cccc(S(=O)(=O)N2C[C@@H](O)COC[C@@H]3O[C@H](CC(=O)Nc4ccccc4)CC[C@H]32)c1	-6	4	-3[16.7 µM]	0	-1	9	1
COCCNC(=O)C(c1ccc(C)cc1)N(Cc1ccco1)C(=O)CCC(=O)Nc1ccccn1 (stereo unspecified)	2	-9	-5	1	-1	7	1
CCN(CC)CC(C)CNC(=O)CN1C(=O)CSc2ccc(S(=O)(=O)N3CCOCC3)cc21 (stereo unspecified)	x	-10	-1	-5	-1	-7	0
CCCN(CCC)c1ccc(CC(=O)NC(C)Cc2ccccc2)cc1 (stereo unspecified)	4	x	x	2	2	x	x
Cc1nnc(N/N=C/c2cccs2)[nH]c1=O	17	-6	-3	-2	-3	3	x
CSc1nnc(N2C(=O)C(O)=C(C(=O)c3ccco3)C2c2cccc(Cl)c2)s1 (stereo unspecified)	3	11	2	-2	3	4	-2
Cc1ccc2c(c1)nnn2C1CCN(S(=O)(=O)c2ccc(C(=O)NC3CCCC3)cc2)CC1	-3	-15	-18	x	x	-31	6
COc1cccc(NC(=O)Nc2ccc3c(c2)C(=O)N(C)C[C@@H](OC)[C@H](C)CN(CC2CC2)[C@@H](C)CO3)c1	0	7	x	-1	4	-27	3
CN1CCN(C(=O)/C(=C/c2ccco2)NC(=O)c2ccccc2)CC1	x	-4	x	2	-5	-3	0

(next part)
structure	ARNT TACC3 PPI	esBAF inh	miR-122 sensor	ERp5 block	SIRT5 inh	C2C12 statin	Cneo AK release
COc1ccccc1S(=O)(=O)N1C[C@@H](O)COC[C@@H]2O[C@@H](CC(=O)O)CC[C@H]21	x	-2	-1[16.7 µM]	1	-4	-3	-1
O=[N+]([O-])c1cccnc1Sc1ccc(F)cc1	x	x	-5	14	-14	x	-1
CO[C@H]1CN(C)C(=O)c2ccc(NC(=O)C3CC3)cc2OC[C@H](C)N(C(=O)c2ccccc2)C[C@@H]1C	28	-3	x	-1	6	9	-22
COc1cc(OC)c(C(=O)OCC(=O)Nc2ccc(S(=O)(=O)N3CCOCC3)cc2)cc1OC	0	-9	-3	1	-5	5	0
Cc1cccc(Cc2c(C)nc3c(C(=O)N4CCN(Cc5ccc6c(c5)OCO6)CC4)cnn3c2C)c1	27	-2	-5	x	x	48	7
CCN(C(=O)Cn1c([N+](=O)[O-])cnc1C)c1ccccc1	-1	6	-7	0	-1	25	-2
COc1ccc(-c2ccc3c(c2)O[C@H](CN(C)C(=O)c2ccccc2F)[C@H](C)CN([C@@H](C)CO)S3(=O)=O)cc1	-7	10	-10[16.7 µM]	0	2	49	-3
COc1ccccc1CN1[C@@H](CO)[C@@H]2c3ccccc3N(C(=O)c3ccncc3)C[C@@H]21	-1	-5	37[16.7 µM]	4	-2	-3	1
N#Cc1cc(Oc2ccccc2)c(-n2nnc3ccccc32)cc1C#N	1	1	8	x	x	12	0
C/C(N)=C(/C#N)C(=O)CSc1ccccc1F	5	x	x	-2	-1	x	x
CSC[C@H]1CN(Cc2ccccc2)C(=O)[C@@H]1CC(=O)Nc1ccc(Br)cc1	x	5	9	4	0	-1	1
CO[C@@H](CN(C)C(=O)c1ccccc1F)[C@H](C)CN([C@@H](C)CO)S(=O)(=O)c1ccccc1	-11	1	x	-2	0	-6	-9
CC(=O)N(C)C[C@H]1Oc2cc(-c3cccc(F)c3)ccc2S(=O)(=O)N([C@@H](C)CO)C[C@H]1C	-6	-1	-17[16.7 µM]	6	-7	-17	1
Cc1cc(C(=O)Nc2cccc3c2O[C@H](CN(C)Cc2ccc(C(=O)Nc4ccccc4N)cc2)[C@@H](C)CN([C@@H](C)CO)C3=O)n(C)n1	-7	-6	7[16.7 µM]	5	-1	-74	-3
CC(=O)N(C)C[C@H]1Oc2ncc(C#Cc3cccc(F)c3)cc2C(=O)N([C@@H](C)CO)C[C@H]1C	8	-6	-2[16.7 µM]	5	-1	9	-1
O=C(O)c1ccc(NS(=O)(=O)c2cc(C(=O)O)ccc2Br)cc1	12	6	0	x	x	-9	0
COc1ccc(C(=O)N/N=C(\N)c2cc3ccccc3oc2=O)cc1	-4	7	1	1	-1	-10	0
COc1cc(-c2nnc(CSc3nnc(Nc4ccc(Oc5ccccc5)cc4)s3)o2)cc(OC)c1OC	-8	23	-5	6	-3	11	x
O=C1NCCOC(=O)[C@H](Cc2ccc(F)cc2)CC/C=C/C[C@H]1CC(=O)N(CCO)Cc1ccccc1	-5	9	-6	3	-3	21	-6
Cc1cccc(NC(=O)c2cc(-c3c(C)cc(C)cc3O)n[nH]2)c1	-1	21	-3	4	-1	-3	0
CC/C(C)=C1\SC(N2CCN(c3cccc(C(F)(F)F)c3)CC2)=NC1=O	1	6	-19	x	x	-18	-3
COc1ccc(OC)c2[nH]c(=O)c(CCNC(=O)c3cc4ccccc4o3)cc12	x	-1	-2	2	0	-1	1
O=S(=O)(NCc1cccnc1)c1ccccc1	-12	1	-2	x	x	14	-2
C[C@@H](NC(=O)C[C@@H]1C=C[C@H](NC(=O)Nc2ccc3c(c2)OCO3)[C@H](CO)O1)c1ccccc1	0	-3	1[16.7 µM]	4	-1	-2	-17
CCN(CC)C(=O)C1=C(C)N(CCCOC)C(=O)C(CC(=O)NCCCN(C)C)C1 (stereo unspecified)	x	-3	-1	-7	x	-7	1

Whole records from above. Order of screens: ARNT TACC3 PPI | esBAF inh | miR-122 sensor | ERp5 block | SIRT5 inh | C2C12 statin | Cneo AK release
Listed for `CC/C(C)=C1\SC(N2CCN(c3cccc(C(F)(F)F)c3)CC2)=NC1=O` : 1 | 6 | -19 | x | x | -18 | -3
Listed for `C[C@@H](NC(=O)C[C@@H]1C=C[C@H](NC(=O)Nc2ccc3c(c2)OCO3)[C@H](CO)O1)c1ccccc1` : 0 | -3 | 1[16.7 µM] | 4 | -1 | -2 | -17
Listed for `CCN(CC)C(=O)C1=C(C)N(CCCOC)C(=O)C(CC(=O)NCCCN(C)C)C1` (stereo unspecified) : x | -3 | -1 | -7 | x | -7 | 1

ARNT TACC3 PPI, entries above that show a hit
structure	ARNT TACC3 PPI	esBAF inh	miR-122 sensor	ERp5 block	SIRT5 inh
O=C(CN1C(=O)COc2ccccc21)Nc1ccc(F)cc1	56*	72*	2	5	0

Bioassay records (PubChem BioAssay)
